Screens: PubChem BioAssay, Sanford-Burnham Center for Chemical Genomics
APJ antag: blocks the human apelin receptor APJ | inhibition, % at 20 µM | 330,000 compounds, 0.32% hits | AID 2521 | CHO-K1 APJ beta-arrestin complementation, luminescence | P35414;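 active = inhibition above about 40% at 20 µM, limit read from the data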;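 note: cells challenged with 10 nM apelin-13 agonist together with compound; plate controls were apelin-13 plus DMSO wells for no effect and DMSO wells lacking apelin-13 for full effect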
ATG4B inhibitor: blocks human ATG4B protease cleavage of LC3 substrate. Q9Y4P1. ATG4B cleavage of LC3-PLA2, NBD-HPC fluorescence, 1 h. inhibition, % at 8.33 µM. 340,000 compounds, 0.51% hits. AID 504462; in the data active = inhibition above about 40%
Target sequence (Q9Y4P1 whole entry, looked up): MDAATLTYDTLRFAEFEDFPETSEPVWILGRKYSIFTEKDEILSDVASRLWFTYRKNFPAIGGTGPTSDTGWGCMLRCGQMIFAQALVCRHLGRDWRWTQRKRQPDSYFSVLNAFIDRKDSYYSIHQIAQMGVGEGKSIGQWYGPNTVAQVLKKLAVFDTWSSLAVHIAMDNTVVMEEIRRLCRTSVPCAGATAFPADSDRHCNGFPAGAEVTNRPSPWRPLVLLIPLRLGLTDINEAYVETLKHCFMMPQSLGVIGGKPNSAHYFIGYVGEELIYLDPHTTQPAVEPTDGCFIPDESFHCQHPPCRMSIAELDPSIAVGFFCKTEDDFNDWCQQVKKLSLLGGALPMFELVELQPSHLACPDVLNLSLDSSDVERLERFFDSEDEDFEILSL
CXCR6 block: CXCR6 (human) receptor inhibition | O00574 | CHO-K1 PathHunter CXCR6 beta-arrestin, luminescence | 360,000 compounds, 0.36% hits | AID 602244 | inhibition, % at 20 µM; in the data active = inhibition above about 34%, passing the limit was not always enough;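 note: antagonist mode with CXCL16 agonist at 10 nM final; 0% = 10 nM CXCL16 with DMSO and 100% = unstimulated wells without agonist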
Gli-Sufu antag: blocks Gli-Sufu signaling in a luciferase reporter | Sufu-KO-LIGHT fibroblasts, Gli luciferase reporter luminescence | inhibition, % at 5 µM | 340,000 compounds, 0.74% hits | AID 588413;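 active = inhibition above about 55%, limit read from the data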;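 note: 0% = DMSO-treated cells and 100% = wells with medium but no cells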
CCR6 antag: CCR6 (human) receptor antagonism; P51684; CHO-K1 CCR6 PathHunter beta-arrestin, luminescence, CCL20-stimulated; inhibition, % at 20 µM; 340,000 compounds, 0.49% hits; AID 493098;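 active = compounds whose inhibition of the agonist-driven luminescence signal at 20 µM reaches about 50%, limit read from the data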;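 note: cells stimulated with CCL20 at 14 nM final; plate controls were DMSO with CCL20 for no effect and DMSO without agonist for full effect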
Target sequence (P51684 whole entry, looked up): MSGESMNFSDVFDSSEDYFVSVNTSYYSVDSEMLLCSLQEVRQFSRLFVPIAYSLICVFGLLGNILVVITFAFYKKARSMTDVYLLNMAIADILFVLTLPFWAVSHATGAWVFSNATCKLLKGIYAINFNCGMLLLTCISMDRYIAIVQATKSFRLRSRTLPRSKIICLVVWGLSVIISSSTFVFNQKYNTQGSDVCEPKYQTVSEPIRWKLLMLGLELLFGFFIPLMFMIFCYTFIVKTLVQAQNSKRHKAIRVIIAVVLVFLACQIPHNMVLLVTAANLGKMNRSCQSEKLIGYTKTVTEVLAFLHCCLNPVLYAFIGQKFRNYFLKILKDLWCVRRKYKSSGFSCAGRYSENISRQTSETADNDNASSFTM
UBC13 inh: human UBC13 polyubiquitination inhibition; P61088; inhibition, % at 20 µM; UBC13 polyubiquitin chain formation, TR-FRET; 330,000 compounds, 0.47% hits; AID 485273; in the data active = inhibition above about 45%, passing the limit was not always enough
Target sequence (P61088 whole entry, looked up): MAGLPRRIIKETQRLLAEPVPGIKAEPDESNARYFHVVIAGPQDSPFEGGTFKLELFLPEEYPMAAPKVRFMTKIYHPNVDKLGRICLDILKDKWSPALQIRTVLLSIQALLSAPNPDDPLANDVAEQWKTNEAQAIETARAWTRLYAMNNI
EBI2 antag: antagonists of human EBI2 receptor | P32249 | EBI2 beta-arrestin recruitment, luminescence, 7a,25-OHC stimulated | inhibition, % at 5 µM | 360,000 compounds, 0.81% hits | AID 651636; in the data active = inhibition above about 38%;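 note: enzyme fragment complementation signal reports receptor beta-arrestin coupling in cells; 0% = agonist plus DMSO wells and 100% = wells without agonist; some results beyond the cut were filed as inactive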
APJ agonist: APJ receptor agonism. P35414. CHO-K1 APJ PathHunter beta-arrestin, luminescence; 0% DMSO wells, 100% apelin. activation, % at 20 µM. 330,000 compounds, 0.11% hits. AID 2520;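 active = activation more than six SD over the plate average, tested at 20 µM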;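 note: 0% = DMSO alone and 100% = apelin-13 at 10 nM; some results filed as inactive read as strong as hits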
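Test system: CHO-K1 APJ beta-arrestin complementation cell line. Amount: cell density 1000 per well. Controls: DMSO negative, 10 nM Apelin-13 positive. Signal: luminescent beta-gal fragment complementation, chemiluminescent substrate. Read-out basis: agonist-driven arrestin binding to APJ. Timing: compound stimulation 90 min at 25 °C, detection 60 min.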
* hit, by the source's call; · = no result given.

SMILES	APJ antag	ATG4B inhibitor	CXCR6 block	Gli-Sufu antag	CCR6 antag	UBC13 inh	EBI2 antag	APJ agonist
COc1ccc(C)cc1S(=O)(=O)N1CCCC(N2CCOCC2)C1 (stereo unspecified)	2.2	5.1	-3.9	-2.6	-1.1	-12.4	2.2	-2.5
CCOc1ccccc1N1C(=O)CC(Nc2ccc(N3CCOCC3)cc2)C1=O (stereo unspecified)	-9.8	-6.6	4.5	-1.7	13.7	-6.9	-1.4	-1.3
CCn1c(=S)sc2c(=O)n(CC(=O)NCCCc3ccccc3)c(C)nc21	-26.3	0.8	-1.3	-6.8	22.0	-10.4	-0.9	-0.5
Cc1cc(C)c2nc(N(CCCN(C)C)C(=O)C3=COCCO3)sc2c1	20.8	-2.3	-1.4	21.9	20.9	2.4	-8.0	10.5
O=[N+]([O-])c1ccc(CN2CCN(c3ncccn3)CC2)cc1	10.6	6.0	-0.4	·	-3.9	-6.0	-0.2	-0.8
CCN(CC)C(=O)C(=O)N/N=C/c1cccc(Br)c1	27.5	-1.0	2.9	2.6	14.6	-3.5	2.2	-1.6
CCCCNS(=O)(=O)c1ccc(Br)cc1N1CCC[C@H]1CO	·	-8.0	5.4	0.9	35.1	·	4.1	·
Nn1c(C2COc3ccccc3O2)n[nH]c1=S (stereo unspecified)	-13.6	2.8	-5.8	-1.9	-2.1	10.0	-19.5	2.6
O=C(CSCc1ccccc1)N1CCN(c2ccc(F)cc2)CC1	0.2	-1.8	-0.4	-14.2	2.1	4.1	-1.2	-2.7
O=C(N/N=C/c1ccc(-c2ccc(Cl)c(C(=O)O)c2)o1)c1cc2c(ccc3ccccc32)o1	4.5	42.4*	4.7	-3.4	11.2	17.2	6.5	-3.7
O=C(NNC(=O)c1cc(C(F)(F)F)cc(C(F)(F)F)c1)c1ccc(Cl)cc1	8.5	-1.1	5.9	-6.8	-4.2	4.0	-3.8	-4.2
O=C(NCC(c1ccco1)N1CCN(c2ccccc2F)CC1)c1cccs1 (stereo unspecified)	-7.4	7.6	-1.4	-1.5	5.7	0.6	6.5	-5.1
Cn1c(SCc2ccc(Cl)cc2)nc(C(F)(F)F)cc1=O	1.7	-9.3	6.0	-0.8	5.4	-2.9	14.2	-0.2
O=C(CN1CCN(Cc2ccc(F)cc2Cl)C1=O)NCc1cccs1	2.3	-10.1	2.5	5.8	5.3	12.5	-10.3	-1.1
O=C(NNc1ncnc2c1cnn2-c1ccccc1)c1ccco1	8.0	-0.6	-0.7	3.5	6.2	-4.5	-0.3	-2.0
COc1ccc(-c2nnn(Cc3ccccc3)n2)cc1	13.3	-1.8	8.7	-25.3	5.0	1.3	-9.3	-4.9
CCCOc1ccc(N2C(=O)CC(NCc3cccnc3)C2=O)cc1 (stereo unspecified)	5.1	-3.4	-7.4	-4.2	8.0	0.4	5.7	-3.6
O=C(COc1cccc(Br)c1)NN=C1c2ccccc2-c2ccccc21	2.2	-9.2	-5.6	0.9	8.2	13.7	-2.0	-1.3
CN1CCc2c(sc(NC(=O)c3ccc4ccccc4c3)c2C(N)=O)C1	18.2	·	8.7	·	·	21.7	1.4	-6.8
CCn1c(NC(=O)/C=C/c2ccc(F)cc2)nc2ccccc21	-1.5	-9.5	16.2	-21.7	34.9	12.1	6.3	0.1
Cc1cc(C)nc(Sc2ncnc3sc4c(c23)CCC4)n1	18.0	11.3	-1.2	0.8	2.4	21.7	-8.7	-2.9
Cc1ccc(N(CN2C(=O)C3C4CCC(C4)C3C2=O)C(=O)c2ccco2)cc1 (stereo unspecified)	-3.9	-10.9	-0.1	12.8	-3.4	5.2	-4.3	-3.7
O=S(=O)(Nc1cc(Cl)cc(Cl)c1)N1CCOCC1	-1.2	-5.8	-3.5	1.5	8.3	3.1	4.5	2.1
COc1cccc(NC(=O)CNC(=O)N2CC(=O)Nc3ccccc32)c1	-5.7	11.1	0.1	-49.1	6.7	1.3	-5.1	0.2
Cc1nn(C)cc1NC(=O)c1nn(C)cc1[N+](=O)[O-]	7.4	7.6	-2.6	9.4	-2.4	3.8	-13.8	-1.7
CC(C)c1ccc(N(C(=O)c2cc3ccccc3oc2=O)C2C=CS(=O)(=O)C2)cc1 (stereo unspecified)	-46.1	-6.3	-10.9	5.4	-1.8	-19.8	-5.0	1.1
Cc1ccc(NC(=O)c2ccc3c(c2)C(=O)N(c2ccccc2C)C3=O)nc1	7.8	0.8	0.8	-16.4	3.7	-0.1	-4.6	3.3
COc1ccc(/C=C/c2nc(-c3ccccc3O)n(-c3ccccc3)n2)cc1	-21.2	4.7	10.1	-0.5	11.8	23.1	19.7	-3.5
C=CCNC(=O)/C(=C/c1cccc([N+](=O)[O-])c1)NC(=O)c1ccco1	-4.8	-7.0	1.6	13.8	-4.5	5.0	0.8	0.2
O=C1N(CN2CCN(c3cccc(Cl)c3)CC2)c2ccccc2C12OCCCO2	13.8	13.8	-10.6	3.8	12.0	9.1	2.7	-4.0

6 entries from above, in CSV form:
Structure,APJ antag,ATG4B inhibitor,CXCR6 block,Gli-Sufu antag,CCR6 antag,UBC13 inh,EBI2 antag,APJ agonist
COc1ccc(-c2nnn(Cc3ccccc3)n2)cc1,13.3,-1.8,8.7,-25.3,5.0,1.3,-9.3,-4.9
CCCOc1ccc(N2C(=O)CC(NCc3cccnc3)C2=O)cc1 (stereo unspecified),5.1,-3.4,-7.4,-4.2,8.0,0.4,5.7,-3.6
O=C(COc1cccc(Br)c1)NN=C1c2ccccc2-c2ccccc21,2.2,-9.2,-5.6,0.9,8.2,13.7,-2.0,-1.3
CN1CCc2c(sc(NC(=O)c3ccc4ccccc4c3)c2C(N)=O)C1,18.2,·,8.7,·,·,21.7,1.4,-6.8
CCn1c(NC(=O)/C=C/c2ccc(F)cc2)nc2ccccc21,-1.5,-9.5,16.2,-21.7,34.9,12.1,6.3,0.1
Cc1cc(C)nc(Sc2ncnc3sc4c(c23)CCC4)n1,18.0,11.3,-1.2,0.8,2.4,21.7,-8.7,-2.9

Quoted at random: 3 records from the list, in no set order.
SMILES	APJ antag	ATG4B inhibitor	CXCR6 block	Gli-Sufu antag	CCR6 antag	UBC13 inh	EBI2 antag	APJ agonist
Cc1cc(C)nc(Sc2ncnc3sc4c(c23)CCC4)n1	18.0	11.3	-1.2	0.8	2.4	21.7	-8.7	-2.9
Cc1ccc(NC(=O)c2ccc3c(c2)C(=O)N(c2ccccc2C)C3=O)nc1	7.8	0.8	0.8	-16.4	3.7	-0.1	-4.6	3.3
CCCOc1ccc(N2C(=O)CC(NCc3cccnc3)C2=O)cc1 (stereo unspecified)	5.1	-3.4	-7.4	-4.2	8.0	0.4	5.7	-3.6

Continuation:
SMILES	APJ antag	ATG4B inhibitor	CXCR6 block	Gli-Sufu antag	CCR6 antag	UBC13 inh	EBI2 antag	APJ agonist
COc1ccc2[nH]cc(CCNS(=O)(=O)c3ccc(F)cc3)c2c1	-14.2	-8.2	-10.0	2.7	2.3	12.5	0.7	-3.1
O=C(OCc1cncs1)c1cccs1	-12.1	-1.1	-1.4	-4.6	2.1	0.5	2.2	0.8
O=[N+]([O-])c1cccc(-c2nc(-c3ccccn3)no2)c1	-19.3	-1.0	1.5	-52.0	4.7	-1.2	-8.2	1.5
COc1cc(C(=O)Nc2ccc(S(=O)(=O)NC(C)(C)C)cc2)cc(OC)c1OC	-4.9	-13.2	-0.1	-4.9	-4.0	9.8	3.7	-2.6
CCCC1=Nc2cc(C(=O)NCCN3CCOCC3)ccc2Sc2ccc(C)cc21	-8.4	-6.6	7.6	16.8	2.4	-14.0	6.8	3.6
CCOc1ccc2c(=O)c(Oc3ccccc3)c(C)oc2c1	15.2	-2.9	6.8	-1.9	10.1	-4.4	0.9	1.2
O=c1c(=Nc2ccccc2O)c(=O)c2ccccc12	1.1	-0.4	-3.5	-29.6	-2.3	-29.2	-1.0	-1.7
COc1ccc(CCNC(=S)Nc2cc(C)cc(C)c2)cc1	6.4	0.6	5.6	-9.9	7.7	2.8	9.2	0.9
CNS(=O)(=O)c1cc(-c2nnc(Nc3ccc(NC(C)=O)cc3)c3ccccc23)ccc1C	10.9	-10.8	11.1	32.5	13.4	-4.3	-2.0	-0.5
COc1cc2cc(CCCOC(=O)CCC(=O)O)oc(=O)c2cc1OC	4.4	8.4	-3.2	-16.6	-7.9	-13.4	-2.9	-1.8
CC(=O)N1CCN(CC(O)COc2ccc(Br)cc2)CC1 (stereo unspecified)	6.7	-3.2	-1.8	-1.1	10.0	3.4	32.0	2.3
Cc1cccc(C(=O)NC2CCN(S(=O)(=O)c3ccccc3)CC2)c1	0.4	6.3	7.7	14.9	-2.8	8.3	3.3	-1.8
N#CC1=C(N)Oc2c(ccc3cccnc23)C1c1cccnc1 (stereo unspecified)	-32.0	-11.9	18.2	3.0	4.4	-16.6	-7.4	-1.5
CC(=O)COC(=O)c1ccc2noc(-c3ccccc3)c2c1	11.0	-0.4	-2.8	-32.6	11.8	-6.7	1.1	-0.7
CCOC(=O)C1(CC2CCCCO2)CCN(Cc2ccccc2-c2ccco2)CC1 (stereo unspecified)	-1.1	1.7	-3.1	6.9	8.5	7.3	-1.0	-1.0
COc1cc(C(=O)NCc2ccc(C(=O)NCC(OC)OC)cc2)cc(OC)c1OC	-5.6	-7.2	6.5	-1.2	7.1	-8.7	-8.3	-1.2
COc1ccc(-c2csc(N(CCCN3CCOCC3)C(=O)CCl)n2)cc1	15.3	0.7	-10.7	7.9	-6.0	11.5	-6.9	-0.4
CCOC(=O)N1CCN(CC(O)c2c[nH]c3ccc(OC)cc23)CC1 (stereo unspecified)	10.4	-1.9	-13.7	7.1	6.1	-7.5	1.3	-3.7
C#CCNc1c(C)c(C)nc2ncnn12	29.5	5.1	-1.6	-5.0	-6.4	2.2	-2.4	-3.4
O=C(c1ccccc1)c1nc[nH]c1C(=O)Nc1ccccc1	-6.2	-12.6	12.4	2.6	8.9	-17.8	2.7	-8.1
CCC(C)Sc1nc2c(c(=O)[nH]1)C(c1cccs1)C1=C(CCCC1=O)N2 (stereo unspecified)	-4.0	3.6	-1.6	2.6	-0.7	-26.8	1.7	-0.8
Cc1nn(C)c(C)c1CS(=O)(=O)c1ccccc1	23.8	8.2	2.6	1.6	6.9	-1.5	-0.8	-0.6
Cc1ccc(C)c(S(=O)(=O)Nc2ccc(C(=O)N3CC(C)OC(C)C3)cc2)c1 (stereo unspecified)	7.1	-8.0	8.1	10.4	7.8	4.6	-0.4	-2.1
CC1CN(S(=O)(=O)c2ccc(NC(=O)CCCN3C(=O)c4ccccc4C3=O)cc2)CC(C)O1 (stereo unspecified)	13.4	-9.5	-6.1	-6.2	-14.1	9.6	3.1	-3.9
O=C(NCc1ccc2c(c1)OCO2)C1CC(c2ccc(Cl)c(Cl)c2)=NO1 (stereo unspecified)	0.2	2.7	-1.7	-10.2	4.4	-3.3	-5.4	15.4
NS(=O)(=O)c1ccc(CCNC(=O)CN2C(=O)c3ccccc3S2(=O)=O)cc1	18.0	2.9	-4.5	-1.6	-9.2	-8.6	1.3	3.3
COc1ccc(-n2nc3c(N4CCC(C(=O)NCC(C)c5ccccc5)CC4)nnc(C)c3c2C)cc1 (stereo unspecified)	9.0	29.3	15.5	28.4	39.4	13.6	21.9	-8.5
CCC(C(=O)NCc1ccc(F)cc1)N(CCc1ccccc1)C(=O)c1snc(C(N)=O)c1N (stereo unspecified)	-0.8	2.8	-0.1	36.6	20.6	7.5	23.0	-1.1
CC(=O)NN=C1CCC(c2ccccc2)CC1 (stereo unspecified)	3.1	6.5	-22.5	0.1	7.1	9.4	-9.4	-3.3
Oc1ccccc1O	-13.7	9.7	5.8	-8.2	2.9	12.1	2.7	0.9
CCOC(=O)C1=C(COC(=O)CCNS(=O)(=O)c2ccc(C)c(C)c2)NC(=O)NC1C (stereo unspecified)	11.7	2.5	-5.9	-0.3	6.7	-4.7	1.2	-4.5
